NCI-60 one-dose screen, 48 h, at 10 µM unless noted. Numbers give growth in % (100 = growth as untreated, 0 = no growth, -100 = all killed).
MALME-3M – MALME-3M melanoma | hit rate 5.8% among 78,000 | AID 1794766
BT-549 – BT-549 breast cancer; hit rate 4.4% among 78,000; AID 1794793
T-47D – T-47D breast cancer | hit rate 5% among 79,000
SK-MEL-2 – SK-MEL-2 melanoma; hit rate 4.7% among 77,000
MDA-MB-231 – MDA-MB-231 breast cancer; hit rate 5% among 81,000; AID 1794789
LOX IMVI – LOX IMVI melanoma; AID 1794757; hit rate 7.4% among 79,000
HS 578T – HS 578T breast cancer; hit rate 4.1% among 78,000; AID 1794788
MCF7 – MCF7 breast cancer. hit rate 6.3% among 82,000. AID 1794796
Numbers without * were called inactive; x = not tested or not shown. Rule for the calls: active = growth percent below 10; inactive = the rest.

SMILES | MALME-3M | BT-549 | T-47D | SK-MEL-2 | MDA-MB-231 | LOX IMVI | HS 578T | MCF7
CN(C)c1ccc(/C=C/c2ccnc3c(O)cccc23)cc1 | -2.6* | 18 | 17 | 12 | 37 | 13 | 43 | 18
O=c1c(-c2n[nH]c(=S)o2)cnc2n1CCCCC2 | 109 | 126 | 101 | 108 | 106 | 89 | 110 | 94
C[C@H](NC(=O)[C@@H]1CCCN1C(=O)CNC(=O)C(C)(C)C)C(=O)OC/C=C/c1ccccc1 | 96 | 89 | 96 | 103 | 99 | 104 | 99 | x
O=C1c2ccc3c4c(ccc(c24)C(=O)N1CCNCc1ccccc1)C(=O)N(CCNCc1ccccc1)C3=O | -68* | -21* | -27* | 119 | 40 | -48* | 102 | -45*
COc1cc(OC(C)=O)c2c(=O)cc(-c3ccc(OC(C)=O)cc3)oc2c1 | 142 | 97 | 108 | 112 | 104 | 103 | 111 | 109
O=C1CC(n2[nH]c(=O)ccc2=O)C2CO[C@@H]1O2 (stereo partly specified) | 101 | x | 92 | x | 114 | 70 | 106 | 86
C[C@@H]1CC[C@H]2[C@@H](C)C(O)O[C@@H]3O[C@]4(C)CC[C@@H]1[C@]32OO4 (stereo partly specified) | 28 | 32 | 36 | 27 | 77 | 12 | 46 | x
Cc1cccc(/C=C/c2nn3c(-c4cccnc4)nnc3s2)c1 | 119 | 121 | 96 | x | 111 | 105 | 114 | 90
CCCCCN(CCCCC)CC(O)c1ccc(Cl)c2ccccc12 (stereo unspecified) | 90 | 94 | 57 | 78 | 41 | 56 | 71 | 57
COc1ccc(/C=C(\C#N)n2nnc3ccccc32)cc1 | 44 | 22 | 50 | 38 | -15* | 2.1* | -0.3* | 10.0*
Cc1cc(C2(c3ccc(O)c(C)c3)OS(=O)(=O)c3ccccc32)ccc1O | 92 | x | 110 | x | 102 | 104 | 101 | 101
O=c1[nH]cc(Br)c(=S)[nH]1 | 104 | 107 | 104 | 105 | 100 | 104 | 101 | 106
COc1ccc(-c2cc(-c3cccnc3)[nH]c(=O)c2C(N)=O)cc1OC | 94 | 112 | 92 | 103 | 110 | 99 | 106 | 101
CCc1ccc(C(=O)/C=C/c2ccc(N(C)C)cc2)cc1 | 105 | 84 | 87 | 108 | 106 | 102 | 109 | 96
CCOC(=O)/C(Cc1ccnnc1)=N\O | x | 107 | 107 | 102 | 105 | 103 | 104 | 98
N#C/C(=C\c1cc(Cl)cc(Cl)c1O)c1ccc([N+](=O)[O-])cc1 | 75 | 110 | 81 | 91 | 99 | 101 | 85 | 81
COc1cccc(/C=N/NC(N)=O)c1OC | 103 | 104 | 96 | 98 | 110 | 98 | 112 | 99
NC1=C(c2nn[nH]n2)C(c2ccccc2Cl)c2ccc3ccccc3c2O1 (stereo unspecified) | 64 | 93 | 69 | 90 | 64 | 78 | 80 | 41
C#CCOc1cc(C)c(C)cc1C(=O)c1cc(-c2ccc(OC)cc2)c(=O)n(CC#C)c1 | 103 | 107 | 71 | 106 | 80 | 93 | 83 | 95
COc1ccc2[nH]cc(-c3cc(-c4cc(OC)c(OC)c(OC)c4)nc(N)c3C#N)c2c1 | 88 | 79 | 58 | 70 | 78 | 78 | 93 | 48
COc1ccc2c(c1)N(CCO)C1=C(C(=O)OC1)C2c1cc(OC)c(OC)c(OC)c1 (stereo unspecified) | x | 21 | 72 | x | -24* | 25 | -6.9* | 19
CCCC(C)c1ccc(OCCCCCCN2CCNCC2)cc1 (stereo unspecified) | 37 | 77 | -13* | 79 | -0.6* | -88* | 68 | -23*
N#Cc1nn(-c2cc(=O)[nH]c3ccc(Br)cc23)c(N)c1C#N | 89 | 85 | 56 | 103 | 85 | 102 | 89 | 104
O=C1CC2(O)CSc3nc(=O)cc(n32)N1 (stereo unspecified) | 100 | 107 | 104 | x | 100 | 103 | 121 | 96
CC(C)COC(=O)c1ccc(NC(=O)CNCCCN(C)C)cc1 | 102 | 75 | 94 | 95 | 57 | 96 | 81 | 89
O=C(O)CCCSc1nc(-c2ccccc2)cc(-c2ccccc2)n1 | 106 | x | 95 | 100 | 120 | 100 | 105 | 96
O=C1/C(=C/c2cc(F)cc(F)c2)Cc2c(F)cc(Br)cc21 | 93 | 104 | 95 | 90 | 104 | 98 | 102 | 73
O=C(CN1CCN(c2cc(=O)n(-c3ccccc3)c3ccccc23)CC1)Nc1nc(-c2ccccc2)cs1 | x | 67 | 17 | 89 | 63 | 49 | 83 | 28
Cn1cc(-c2csc(-c3cn(CCCN4CCOCC4)c4ccc(F)cc34)n2)c2cccnc21 | 87 | 72 | 41 | 86 | 25 | 27 | 47 | 34
CC1(C)CC[C@]2(C(=O)N3CCNCC3)CC[C@]3(C)C(=CC[C@@H]4[C@@]5(C)CC[C@H](O)C(C)(C)[C@@H]5CC[C@]43C)[C@@H]2C1 | 102 | 112 | 107 | 113 | 83 | 102 | 79 | 87
C=C(c1ccc(OC)c(/C=C/C(=O)c2ccc3c(c2)OCO3)c1)c1cc(OC)c(OC)c(OC)c1 | 67 | 13 | 8.7* | 32 | 29 | -51* | 41 | 16
COc1ccccc1S(=O)(=O)Nc1ccc2c3c(cc(CCC(=O)NCCCCNc4cccc5c4C(=O)N(C4CCC(=O)NC4=O)C5=O)cc13)C(=O)N2C (stereo unspecified) | -29* | -11* | 3.7* | 11 | -33* | 21 | -18* | 6.1*
COc1cc(OCc2ccccc2)c(CC(=O)O)c([N+](=O)[O-])c1 | 96 | 116 | 95 | 119 | 105 | 96 | 105 | 93
Clc1ccc2c(OCCCn3ccnc3)c3oc4ccc(Cl)cc4c3nc2c1 | 89 | 96 | 78 | 112 | 58 | 41 | 79 | 49
O=S(=O)(O)c1ccncc1 | 125 | 113 | 106 | 97 | 102 | 105 | 105 | 99
CC1(C)C(N)=Nc2cc3c(cc21)OCCCC1c2ccccc2CN1CCCO3 (stereo unspecified) | 99 | 96 | 90 | 103 | 80 | 95 | 81 | 85
CC(=O)Nc1ccc(S(=O)(=O)N2C(=O)CCC2C(=O)Nc2ccccc2)cc1 (stereo unspecified) | x | x | 18 | 44 | 26 | 30 | 63 | 19
c1ccc(OC[C@@H]2CN(Cc3cn4ccccc4n3)CCO2)cc1 | 104 | 100 | 95 | 100 | 100 | 99 | 88 | 91
O=S1(=O)OC(c2cc(Cl)c(O)c(Br)c2)(c2cc(Cl)c(O)c(Br)c2)c2ccccc21 | 115 | x | 114 | x | 95 | 97 | 94 | 104
C(=N\Nc1nnc(-c2ccncc2)o1)/c1ccccc1 | 106 | 100 | 98 | 109 | 101 | 93 | 105 | 96
COc1ccc(NC(N)=O)cc1 | 106 | 106 | 94 | 100 | 119 | 100 | 104 | 107
O=S(=O)(NCCCNc1nccc(-c2c(-c3ccc(F)cc3)nc3sccn23)n1)c1ccc(C(F)(F)F)cc1 | 150 | 86 | 38 | 85 | 69 | 51 | 105 | 39
COc1cc(/C=C/C(=O)/C=C(O)/C=C/c2ccc(OC(=O)c3cccs3)c(OC)c2)ccc1OC(=O)c1cccs1 | 98 | 111 | x | 110 | 107 | 94 | 104 | 93
COc1cc(/C=N/Nc2ccc(Cl)cc2)cc(OC)c1OC | 114 | 112 | 59 | 102 | 90 | 43 | 108 | 66
O=C(NNC(=S)Nc1ccc([N+](=O)[O-])cc1)c1ccc(NC(=O)c2ccccn2)cc1 | 95 | 93 | 93 | 103 | 110 | 102 | 88 | 91
CCOC(=O)c1c(CN(C)Cc2ccccc2)nc2ccc(Cl)cc2c1-c1ccccc1 | 102 | 112 | 66 | 104 | 101 | 96 | 107 | 85
CCCCCCCCCC[N+](C)(C)C | 25 | 47 | 27 | 56 | 14 | -78* | 27 | 31
CS(=O)(=O)c1ccc(C(=O)N/N=C/c2ccc(Cl)cc2Cl)cc1 | 95 | 97 | 91 | 92 | 98 | 104 | 96 | 93
CCN1C(=O)CC(SC2CC(=O)N(CC)C2=O)C1=O (stereo unspecified) | 98 | 101 | 102 | 94 | 105 | 95 | 101 | 103
COc1ccc(C2=NN(C(C)=O)C(c3cccc(Nc4ccnc5cc(C(F)(F)F)ccc45)c3)C2)cc1 (stereo unspecified) | 106 | 70 | 50 | 86 | 78 | 67 | 88 | 48
Cc1cc2n(n1)C(C(C)C)C(C(=O)c1cc(Cl)c(C)cc1O)=CN2 (stereo unspecified) | 83 | 66 | 58 | 68 | 88 | 73 | 85 | 73
O=[N+]([O-])CC(O)c1ccccc1 (stereo unspecified) | 122 | 112 | 100 | 120 | 88 | 85 | 125 | 81
CCOC(=O)C1CC(CN2C(=O)c3ccccc3C2=O)OC1=O (stereo unspecified) | 95 | 101 | 101 | 138 | 114 | 100 | 167 | 103
CC1(C)CC(=O)C2=C(C1)N(Cc1ccc(C(=O)O)cc1)C1=C(C(=O)CC(C)(C)C1)C2c1ccc(Br)cc1 | 97 | 100 | 95 | 94 | 101 | 40 | 105 | 88
O=C1c2c(c3c4cc(Br)ccc4[nH]c3c3ccc4ccccc4c23)C(=O)N1CCN1CCNCC1 | 81 | 88 | 62 | 113 | 84 | x | 115 | -74*
NCCNc1nc2ccc(F)cc2c2c(=O)c3cc(F)ccc3sc12 | 99 | x | 34 | 92 | 7.0* | -91* | 60 | -15*
CC(C(=O)O)c1ccccc1 (stereo unspecified) | 90 | x | 96 | 97 | 116 | 102 | 111 | 113
CCN(CC)CCOCCn1c(C)ccc1C | 114 | 97 | 100 | 99 | x | 101 | 100 | 100
Cc1ccc(C)c(NC(=O)N2CCCCC2C)c1 (stereo unspecified) | 101 | 105 | 89 | 103 | 101 | 101 | 105 | 110
CCOC(=O)C1=NN(c2ccccc2)C(=O)C1N=Nc1ccc(S(=O)(=O)Nc2onc(C)c2C)cc1 (stereo unspecified) | 94 | 118 | 105 | 118 | 114 | 106 | 95 | 97
More results.
SMILES | MALME-3M | BT-549 | T-47D | SK-MEL-2 | MDA-MB-231 | LOX IMVI | HS 578T | MCF7
COc1cc(/C=C/c2cc(/C=C/c3ccc(O)c(OC)c3)n(-c3ccc(Cl)cc3)c(=O)n2)ccc1O | 100 | 67 | 86 | 93 | 60 | 62 | 87 | 48
O=C1C(Cl)=C(Nc2ccc3cn[nH]c3c2)C(=O)c2ccccc21 | -89* | x | -52* | -29* | -50* | -88* | -50* | -68*
CN(C)c1ccc(C(=NO)c2ccc(N(C)C)cc2)cc1 | 30 | 53 | 46 | -23* | 63 | 43 | 51 | 33
CCCN1[C@@H]2CC[C@H]1/C(=C\c1ccc(OC)c(OC)c1)C(=O)/C2=C/c1ccc(OC)c(OC)c1 | 84 | 52 | 25 | 54 | 56 | 33 | 54 | 30
CCCCCCCCOC(=O)c1[nH]cnc1/N=N\N(C)C | 138 | 111 | 91 | 100 | 88 | 101 | 111 | 99
COc1ccc(Oc2nc(NCCCCN(C)C)ncc2[N+](=O)[O-])cc1 | 96 | 96 | 101 | 106 | 104 | 98 | 97 | 93
COc1ccc2c(c1)C(=O)/C(=C/c1cccc(OCC(=O)c3ccccc3)c1)CC2 | 98 | 39 | 71 | 67 | 84 | 70 | 99 | 49
CCCCCCCCN(Cc1ccccc1)CC(O)c1ccncc1 (stereo unspecified) | 92 | 100 | 79 | 93 | 95 | 91 | 103 | 96
O=C(O)c1c(-c2ccc(Cl)c(Cl)c2Cl)nc2n1CCS2 | 85 | 98 | 91 | 101 | 97 | 100 | 102 | 90
CCN(CC)c1ccnc(SCc2ccccc2)n1 | 116 | 99 | 109 | 119 | 107 | 98 | 105 | 117
COc1ccc(-c2c(C#N)c(N)n3nc(N)c(C#N)c3c2C#N)cc1 | 94 | 102 | 77 | 94 | 91 | 81 | 88 | 82
CCCCNC(=O)c1[nH]cc(-c2ccccc2)c1-c1ccccc1OC | 84 | 92 | 74 | 97 | 92 | 100 | 103 | 102
COCCn1cc(-c2nc(-c3ccsc3)cs2)c2cc(OC)ccc21 | 118 | 109 | 82 | 100 | 96 | 90 | 94 | 84
S=C(Nc1ccccc1)c1ccccn1 | 114 | 91 | 97 | 103 | 102 | 86 | 101 | 78
CN1CCN(c2ccnc(SCC(=O)c3ccc(Cl)cc3)n2)CC1 | 84 | 84 | 86 | 91 | 75 | 96 | 92 | 82

Eleven of these compounds in another layout.
SMILES	MALME-3M	BT-549	T-47D	SK-MEL-2	MDA-MB-231	LOX IMVI	HS 578T	MCF7
O=C1C(Cl)=C(Nc2ccc3cn[nH]c3c2)C(=O)c2ccccc21	-89*	x	-52*	-29*	-50*	-88*	-50*	-68*
CN(C)c1ccc(C(=NO)c2ccc(N(C)C)cc2)cc1	30	53	46	-23*	63	43	51	33
CCCN1[C@@H]2CC[C@H]1/C(=C\c1ccc(OC)c(OC)c1)C(=O)/C2=C/c1ccc(OC)c(OC)c1	84	52	25	54	56	33	54	30
CCCCCCCCOC(=O)c1[nH]cnc1/N=N\N(C)C	138	111	91	100	88	101	111	99
COc1ccc(Oc2nc(NCCCCN(C)C)ncc2[N+](=O)[O-])cc1	96	96	101	106	104	98	97	93
COc1ccc2c(c1)C(=O)/C(=C/c1cccc(OCC(=O)c3ccccc3)c1)CC2	98	39	71	67	84	70	99	49
CCCCCCCCN(Cc1ccccc1)CC(O)c1ccncc1 (stereo unspecified)	92	100	79	93	95	91	103	96
O=C(O)c1c(-c2ccc(Cl)c(Cl)c2Cl)nc2n1CCS2	85	98	91	101	97	100	102	90
CCN(CC)c1ccnc(SCc2ccccc2)n1	116	99	109	119	107	98	105	117
COc1ccc(-c2c(C#N)c(N)n3nc(N)c(C#N)c3c2C#N)cc1	94	102	77	94	91	81	88	82
CCCCNC(=O)c1[nH]cc(-c2ccccc2)c1-c1ccccc1OC	84	92	74	97	92	100	103	102
